From PubChem BioAssay
Growth percent in the NCI-60 one-dose screen (48 h, 10 µM unless noted): 100 = growth as untreated, 0 = no growth, -100 = all killed.
SK-MEL-5: SK-MEL-5 melanoma. actives 6.4% (n = 80,000). AID 1794755
A549/ATCC: A549/ATCC NSCLC. AID 1794740. actives 3.7% (n = 81,000)
HOP-92: HOP-92 NSCLC cells; actives 6.3% (n = 71,000); AID 1794738
M14: M14 melanoma. actives 6.2% (n = 80,000). AID 1794745
UACC-62: UACC-62 melanoma; actives 5.4% (n = 81,000); AID 1794756
UACC-257: UACC-257 melanoma; actives 4.4% (n = 78,000); AID 1794764
EKVX: EKVX NSCLC; actives 3% (n = 71,000); AID 1794765
SK-MEL-28: SK-MEL-28 melanoma; actives 4.1% (n = 81,000)
* hit, by the source's call; x = no result given. How the source made its calls: active means growth percent below 10; inactive means the rest.

1: CCCCCC(CCc1ccccc1)(C(=O)OCC)C(=O)OCC
2: COc1ccc(C(=O)c2c(N)c(C#N)cn2-c2ccccc2OC)cc1
3: COC(=O)C(C)(C)C1Oc2ccc(F)cc2C(=O)/C1=C\NS(=O)(=O)c1ccc(OC)cc1 (stereo not drawn)
4: Cc1ccc(C)c(Oc2c(/C=N\N=c3\sc4ccccc4n3C)c(C)nn2-c2ccccc2)c1
5: Cn1cc(-c2cc3ncnc(Nc4ccc(NC(=O)Nc5cc(C(C)(C)C)on5)cc4)c3s2)cn1
6: NS(=O)(=O)c1ccc(N2C(=O)c3nccnc3C2=O)cc1
7: COc1cc(-c2csc(NC(=O)c3ccccc3CN3C(=O)c4ccccc4C3=O)n2)cc(OC)c1OC
8: CC1(C)CC[C@]2(C(=O)O)CC[C@]3(C)[C@H](CC[C@@H]4[C@@]5(C)CCC(=O)NC(C)(C)[C@@H]5CC[C@]43C)[C@H]2[C@H]1OC(=O)C(F)(F)F
9: C(=N/OCc1ccccc1)/c1ccncc1
10: O=C1CC(c2ccc(Cl)cc2)c2ncn(-c3cccc(Cl)c3)c2N1 (stereo not drawn)
Compound	1	2	3	4	5	6	7	8	9	10
SK-MEL-5	99	6.3*	92	97	21	103	93	86	101	34
A549/ATCC	100	53	97	109	32	98	101	101	102	45
HOP-92	96	52	106	78	23	103	102	79	x	61
M14	96	x	89	84	12	106	110	101	105	22
UACC-62	79	23	100	96	22	97	91	87	96	34
UACC-257	98	67	114	97	25	104	104	99	86	x
EKVX	107	48	97	95	48	96	92	89	158	74
SK-MEL-28	103	59	106	110	15	106	96	x	111	55

11: O=C(O)Cc1ccc(NC(=O)c2ccccc2Nc2ccnc(C(F)(F)F)c2)cc1
12: CC(=O)C(=O)NCCCCC(=O)Nc1ccccc1
13: O=C(NCc1ccccc1)/C(=C/c1ccc([N+](=O)[O-])cc1)CC(=O)c1ccc(Cl)c(Cl)c1
14: O=C(Cc1ccccn1)Nc1nnc(OC2CCN(c3nnc(NC(=O)Cc4ccccn4)s3)CC2)s1
15: CCCCC(=O)Nc1ncc(Cc2ccc(Cl)cc2)s1
16: CCOC(=O)c1ccccc1C(=O)OC1CCCCC1
17: Cc1ccc(S(=O)(=O)c2nc(-c3ccccc3)oc2S(=O)(=O)CC(=O)N2CCCC2)cc1
18: S=c1[nH]nc2ccccn12
19: Cc1cc([N+](=O)[O-])c2nnnn2c1
20: c1nc(SC2=NCCN2)c2[nH]cnc2n1
Compound	11	12	13	14	15	16	17	18	19	20
SK-MEL-5	102	x	97	92	80	100	26	92	103	79
A549/ATCC	116	104	79	28	53	107	63	106	99	83
HOP-92	94	109	87	105	70	99	-86*	100	180	36
M14	109	x	90	80	61	106	-48*	108	x	15
UACC-62	100	101	62	89	50	98	-85*	108	81	19
UACC-257	x	108	93	x	81	101	-92*	108	103	67
EKVX	x	95	78	85	72	100	5.2*	102	x	89
SK-MEL-28	108	114	103	94	74	111	-100*	109	92	95

21: Cn1c(N)ccnc1=O
22: CN(C)N=Nc1cccc(Cl)c1
23: CCSc1nnc(C2=CC(=O)c3ccccc3C2=O)n1-c1ccccc1
24: COc1ccc(C2=CSc3ccccc3N2)cc1
25: Cc1c(C(=O)Nc2ccccc2F)sc2c(=O)[nH]cnc12
26: NS(=O)(=O)c1ccc(Cl)cc1[N+](=O)[O-]
27: COc1cc(/C=N/NC(=O)c2ccc(NC(=O)c3ccccn3)cc2)cc(OC)c1OC
28: NC1=Nn2c(CCC(=O)c3nc4ccccc4[nH]3)nnc2SC1
29: CCC(=O)c1ccc(O)c(C)c1
30: COc1ccc(C2=NN(C(=O)[C@H]3[C@@H](c4cc(Cl)ccc4OCC(=O)O)c4sc(=O)[nH]c4S[C@@H]3C)C(c3ccc4ccccc4c3)C2)cc1 (stereo partly drawn)
Compound	21	22	23	24	25	26	27	28	29	30
SK-MEL-5	104	99	x	98	92	95	79	102	105	101
A549/ATCC	108	81	98	x	88	101	100	105	x	111
HOP-92	68	103	x	x	x	136	130	x	x	104
M14	97	99	100	103	75	101	68	99	110	105
UACC-62	124	88	94	85	78	93	77	102	104	100
UACC-257	121	93	104	x	89	106	89	101	108	112
EKVX	108	108	x	x	91	109	97	106	104	101
SK-MEL-28	106	109	103	109	94	122	81	116	114	99

31: CC(N)CC1CC2CCC1C2 (stereo not drawn)
32: Cc1ccc(Cn2c(C)ccc2C)cc1
33: O=S(=O)(c1ccc(Cl)cc1)N(CCO)CCO
34: CCCCN(CCCC)CC(C)(C)C(O)c1ccc(OC)c2ccccc12 (stereo not drawn)
35: Cc1ccc(-n2c(-c3ccccc3)c(-c3ccccc3)c3c(SCC(=O)N/N=C/c4ccc([N+](=O)[O-])cc4)ncnc32)cc1
36: CS(=O)(=O)c1ccc(N2N=C(c3ccc(Cl)cc3)CCC2=O)cc1
37: C/C=C/C(=O)OCCCc1ccccc1
38: Nc1c(Cl)ncnc1Nc1ccc(C(=O)O)cc1
39: CCOC(=O)C(CCSC)(CCN(C)Cc1ccccc1)C(=O)OCC
40: O=C(c1ccc(Cl)cc1)c1ccccc1Cl
Compound	31	32	33	34	35	36	37	38	39	40
SK-MEL-5	104	98	102	51	89	91	113	106	104	94
A549/ATCC	105	100	93	63	98	93	95	98	89	95
HOP-92	100	86	99	-9.6*	72	83	81	100	95	78
M14	105	96	100	37	102	83	103	108	98	x
UACC-62	112	91	101	56	77	74	108	95	94	88
UACC-257	105	104	92	60	117	103	101	97	96	94
EKVX	104	x	100	44	75	x	104	103	x	97
SK-MEL-28	119	99	122	85	112	86	127	105	99	129

41: NC(CSC(c1ccccc1)(c1ccccc1)c1ccc(-c2ccccc2)cc1)C(=O)O (stereo not drawn)
42: COc1cc(C2CC(c3ccccc3)=NN2C=O)ccc1Oc1nc2c(c(=O)n(C)c(=O)n2C)n1C (stereo not drawn)
43: O=C(Nc1ccccc1)OCc1ccco1
44: COc1cc(/C=C/C(=O)/C=C/c2ccc(-n3ccnc3)cc2)ccc1O
45: COc1ccc(C2C=C(C)N=C3SC=C(C)N32)cc1OC (stereo not drawn)
46: O=C1c2cccc3cccc(c23)C(=O)N1Nc1nc(N2CCOCC2)nc(N2CCN(Cc3ccccc3)CC2)n1
47: COc1ccc(C2OC(=O)C(O)=C2I)cc1OC (stereo not drawn)
48: COc1ccc2c(ccc[n+]2C)c1
49: COc1ccc(-c2nc(-c3nc4cc(C)c(C)cc4[nH]3)c3ccccn23)cc1
50: CCC(CC)C(=O)OC(C)COc1ccc(C(C)CC)cc1 (stereo not drawn)
Compound	41	42	43	44	45	46	47	48	49	50
SK-MEL-5	83	59	109	74	102	92	107	103	62	96
A549/ATCC	98	62	109	69	98	102	102	108	52	67
HOP-92	93	x	91	85	92	65	57	110	x	88
M14	87	70	104	104	107	96	95	108	70	97
UACC-62	83	86	88	85	107	94	91	96	88	x
UACC-257	82	-27*	112	85	94	116	109	98	66	77
EKVX	95	74	91	98	x	82	101	85	x	108
SK-MEL-28	95	95	105	87	101	122	113	111	83	106

Some of the entries so far, as tab-separated lines:
#	SMILES	SK-MEL-5	A549/ATCC	HOP-92	M14	UACC-62	UACC-257	EKVX	SK-MEL-28
38	Nc1c(Cl)ncnc1Nc1ccc(C(=O)O)cc1	106	98	100	108	95	97	103	105
39	CCOC(=O)C(CCSC)(CCN(C)Cc1ccccc1)C(=O)OCC	104	89	95	98	94	96	x	99

Single values from the results shown:
#24 | SK-MEL-5: 98
#40 | UACC-257: 94

Twelve compounds out of the list, ordered by molecular weight, ascending:
48: COc1ccc2c(ccc[n+]2C)c1
37: C/C=C/C(=O)OCCCc1ccccc1
43: O=C(Nc1ccccc1)OCc1ccco1
40: O=C(c1ccc(Cl)cc1)c1ccccc1Cl
38: Nc1c(Cl)ncnc1Nc1ccc(C(=O)O)cc1
50: CCC(CC)C(=O)OC(C)COc1ccc(C(C)CC)cc1 (stereo not drawn)
44: COc1cc(/C=C/C(=O)/C=C/c2ccc(-n3ccnc3)cc2)ccc1O
47: COc1ccc(C2OC(=O)C(O)=C2I)cc1OC (stereo not drawn)
36: CS(=O)(=O)c1ccc(N2N=C(c3ccc(Cl)cc3)CCC2=O)cc1
49: COc1ccc(-c2nc(-c3nc4cc(C)c(C)cc4[nH]3)c3ccccn23)cc1
42: COc1cc(C2CC(c3ccccc3)=NN2C=O)ccc1Oc1nc2c(c(=O)n(C)c(=O)n2C)n1C (stereo not drawn)
46: O=C1c2cccc3cccc(c23)C(=O)N1Nc1nc(N2CCOCC2)nc(N2CCN(Cc3ccccc3)CC2)n1
Compound	48	37	43	40	38	50	44	47	36	49	42	46
SK-MEL-5	103	113	109	94	106	96	74	107	91	62	59	92
A549/ATCC	108	95	109	95	98	67	69	102	93	52	62	102
HOP-92	110	81	91	78	100	88	85	57	83	x	x	65
M14	108	103	104	x	108	97	104	95	83	70	70	96
UACC-62	96	108	88	88	95	x	85	91	74	88	86	94
UACC-257	98	101	112	94	97	77	85	109	103	66	-27*	116
EKVX	85	104	91	97	103	108	98	101	x	x	74	82
SK-MEL-28	111	127	105	129	105	106	87	113	86	83	95	122

The list goes on.
51: CCOC(OCC)C(=O)c1ccccc1
52: COc1cc(/C=C/CO)cc(OC)c1O[C@@H]1O[C@H](CO)[C@@H](O)[C@H](O)[C@H]1O
53: COc1ccc2nc(/C=C/c3ccc(N(C)C)cc3)sc2c1
54: CCOC(=O)C(/C=N/C(=S)Nc1ccc(S(=O)(=O)Nc2ccccn2)cc1)=C(/O)c1ccccc1
55: Cc1ccc(S(=O)(=O)/C(=C\c2ccc(Cl)cc2)C(=O)c2ccc3ccccc3c2)cc1
56: O=c1[nH]cc(CN2CCOCC2)c(=O)[nH]1
57: CO[C@H]1C[C@H](O[C@H]2[C@H](C)[C@@H](OC3O[C@H](C)C[C@H](N(C)C)[C@H]3OC(C)=O)[C@@H](C)C[C@]3(CO3)C(=O)[C@H](C)[C@@H](OC(C)=O)[C@@H](C)[C@@H](C)OC(=O)[C@@H]2C)O[C@@H](C)[C@@H]1OC(C)=O (stereo partly drawn)
58: c1ccc2c(c1)ccc1c(C3CO3)cccc12 (stereo not drawn)
59: COc1cc(NCCCC2CCCCN2)c2ncccc2c1OC (stereo not drawn)
Compound	51	52	53	54	55	56	57	58	59
SK-MEL-5	96	99	90	106	103	110	104	103	100
A549/ATCC	90	92	105	104	101	106	97	102	85
HOP-92	41	94	93	92	92	92	x	x	96
M14	101	104	103	105	108	111	104	105	96
UACC-62	111	100	95	96	103	104	110	101	94
UACC-257	86	96	119	99	104	115	99	108	92
EKVX	109	95	97	92	x	117	101	89	87
SK-MEL-28	104	105	109	105	104	116	119	114	110
